Vif-APOBEC3G blk – qHTS for Inhibitors of Vif-A3G Interactions: qHTS; DNA dC->dU-editing enzyme APOBEC-3G (Homo sapiens), Q9HC16; HeLa A3G-eYFP + Vif (tagged APOBEC3G with the HIV-1 protein that degrades it), YFP fluorescence, overnight; Potency, µM (series often up to 46.1 µM), for inactives: top-dose activity, negative = active, actives largely listed as inhibitors; 410,000 compounds, 0.076% hits; AID 602310, 2012;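 also: potency is read from the fitted curve at half-maximal effect; % is scaled to controls: 0 for no effect and ±100 for the full control effect; nearly all actives have a fitted effect of over 60% in size; hits raise eYFP signal because A3G escapes Vif-driven loss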
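HeLa cells stably expressing Vif and C-terminally eYFP-tagged A3G, seeded overnight at 37 deg C, then exposed to compound by pintool overnight at 37 deg C. Rise in yellow fluorescence (Ex 488/Em 500-530, Acumen) marks blocked Vif-driven A3G degradation.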
LDHA inh – qHTS assay for inhibitors of human lactate dehydrogenase. L-lactate dehydrogenase A chain (Homo sapiens), P00338. purified LDHA, NADH/diaphorase-resazurin fluorescence; active compounds read low. activity change, % (values are at about 110 or 230 µM). 480,000 compounds, 0.15% hits. AID 1347041, 2019; in the data active = activity change below about -30%; inconclusive = mostly about -25% to -30%;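 also: plate controls were DMSO wells for no effect and wells without enzyme for full effect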
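Human LDH5 (2 nM) was incubated with 0.06 mM NADH and 0.2 mM pyruvate for 5 min at room temperature in Tris pH 7.4. Remaining NADH was coupled through diaphorase/resazurin, and resorufin fluorescence was read at 0 and 20 min.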
Vif-A3F inh – qHTS for Inhibitors of Vif-A3F Interactions: qHTS; HeLa A3F-eYFP + Vif (tagged APOBEC3F with the HIV-1 protein that degrades it), YFP fluorescence increase; Potency, µM (series often up to 46.1 µM), inactives show top-dose activity, negative = active; 390,000 compounds, 0.2% hits; also: potency is read from the fitted curve at half-maximal effect; % of control where 0% means no effect; nearly all actives have a fitted effect of over 65% in size
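HeLa cells stably expressing A3F-eYFP plus Vif, plated and incubated overnight at 37 deg C, then exposed to compounds overnight at 37 deg C. Blocked degradation read as raised yellow fluorescence (Ex 488/Em 500-530).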
D2 ag – HTS Assay for Allosteric Agonists of the Human D2 Dopamine Receptor: Primary Screen for Agonists; activation, % at 2 µM; 340,000 compounds, 0.53% hits; HEK293 T-REx D2 cells, calcium flux agonist mode; AID 485358, 2010;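 active = activation over 3 SD above normal in the single-dose calcium agonist read, cut at about 30% in these data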; also: 0% is about no effect
Target sequence (P14416 whole entry, looked up): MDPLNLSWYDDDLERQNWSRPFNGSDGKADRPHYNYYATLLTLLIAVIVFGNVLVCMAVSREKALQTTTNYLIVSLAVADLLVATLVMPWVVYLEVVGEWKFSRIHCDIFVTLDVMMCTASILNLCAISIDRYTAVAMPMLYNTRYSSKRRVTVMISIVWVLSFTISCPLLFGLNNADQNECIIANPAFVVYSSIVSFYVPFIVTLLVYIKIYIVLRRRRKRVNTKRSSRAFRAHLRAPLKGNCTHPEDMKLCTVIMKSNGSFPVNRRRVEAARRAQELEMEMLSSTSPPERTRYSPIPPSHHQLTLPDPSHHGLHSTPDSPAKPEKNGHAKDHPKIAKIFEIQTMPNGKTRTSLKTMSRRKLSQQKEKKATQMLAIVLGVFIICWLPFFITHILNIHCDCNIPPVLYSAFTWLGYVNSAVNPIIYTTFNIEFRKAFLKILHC
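Tetracycline-induced HEK293 Trex cells with D2 receptor force-coupled to calcium signaling, plated overnight at 30 C and loaded with no-wash calcium dye. Calcium flux read kinetically for 180 s after compound addition; responses flag agonists.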
D2 antagonist – HTS Assay for Allosteric Antagonists of the Human D2 Dopamine Receptor: Primary Screen for Antagonists; D(2) dopamine receptor (Homo sapiens), P14416; HEK293 TREx D2 cells, calcium flux, dopamine EC80; inhibition, % at 10 µM; 340,000 compounds, 2% hits; in the data active = inhibition above about 30%; also: 0% is about no effect
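Tetracycline-induced HEK293 T-REx cells expressing D2 force-coupled to calcium signalling were dye-loaded, exposed to compound for 180 s, then challenged with an EC80 of dopamine; calcium flux was followed kinetically for a further 180 s.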
ALOX12 inh – Primary qHTS assay for inhibitors of human arachidonate 12S-lipoxygenase (ALOX12): Round 2 | Polyunsaturated fatty acid lipoxygenase ALOX12 (Homo sapiens), P18054 | purified 12hLO, xylenol orange hydroperoxide absorbance | Potency, µM (titrated, usually from 108 µM), without a hit: at the top dose activity change, negative = inhibition, usual class: inhibitors | 580,000 compounds, 1.1% hits; also: potency is read from the fitted curve at half-maximal effect; % is scaled to controls: 0 for no effect and ±100 for the full control effect
Target sequence (P18054 whole entry, looked up): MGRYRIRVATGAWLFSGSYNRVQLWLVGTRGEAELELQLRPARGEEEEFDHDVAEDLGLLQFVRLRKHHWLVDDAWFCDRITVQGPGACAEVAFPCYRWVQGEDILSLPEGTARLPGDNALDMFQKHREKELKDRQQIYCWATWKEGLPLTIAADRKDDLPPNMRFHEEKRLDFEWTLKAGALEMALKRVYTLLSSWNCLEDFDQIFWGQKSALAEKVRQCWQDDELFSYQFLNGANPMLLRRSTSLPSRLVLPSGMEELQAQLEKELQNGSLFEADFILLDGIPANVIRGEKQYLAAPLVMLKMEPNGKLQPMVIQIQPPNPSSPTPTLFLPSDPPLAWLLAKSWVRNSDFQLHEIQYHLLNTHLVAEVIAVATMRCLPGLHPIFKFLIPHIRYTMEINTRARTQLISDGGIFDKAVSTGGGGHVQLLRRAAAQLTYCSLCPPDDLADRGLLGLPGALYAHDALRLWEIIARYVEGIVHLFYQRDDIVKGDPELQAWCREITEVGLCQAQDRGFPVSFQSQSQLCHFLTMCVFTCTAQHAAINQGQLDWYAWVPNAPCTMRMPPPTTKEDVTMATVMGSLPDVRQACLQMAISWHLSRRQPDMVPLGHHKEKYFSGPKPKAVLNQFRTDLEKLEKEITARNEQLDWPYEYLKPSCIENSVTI
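Purified human 12hLO at 150 nM in 25 mM Hepes, 0.01% Triton X-100, pH 7.0, preincubated 15 min at room temperature with compound. Reaction started with 40 uM arachidonic acid, 30 min at room temperature. Hydroperoxide measured by Fe-xylenol orange, 573/405 nm absorbance ratio.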
RGS4 inh – Inhibitors of Regulator of G Protein Signaling (RGS) 4: qHTS; Regulator of G-protein signaling 4 (Homo sapiens), P49798; Transcreener GDP fluorescence polarization, RGS4-accelerated GTP hydrolysis; Potency, µM (highest dose often 114 µM), for inactives: at the highest dose activity change, negative = inhibition, hits mostly inhibitors; 390,000 compounds, 0.039% hits; also: potency is read from the fitted curve at half-maximal effect; % is scaled to controls: 0 for no effect and ±100 for the full control effect; nearly all actives have a fitted effect of over 75% in size; some results filed as inactive show a strong effect at the top dose
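MLSMR compounds (23 nl, pin-transferred) preincubated 10 min at room temperature with a 500nM (2x) first reagent, then RGS4 at 900nM (2x) plus Transcreener GDP mix added; fluorescence polarization (620/688 nm) read before and after 90 min at 30 °C.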
Glioma ERSR ind – qHTS for Inducers of the Endoplasmic Reticulum Stress Response (ERSR) in Human Glioma: qHTS; 420,000 compounds, 0.02% hits; Potency, µM, without a hit: top-dose activation, hits mostly activators; U87-MG GRP78 promoter luciferase reporter, 16 h; also: potency is read from the fitted curve at half-maximal effect; series mostly up to about 76 µM; % of control where 0% means no effect; nearly all actives have a fitted effect of over 35% in size
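Stably transfected U87-MG glioma cells carrying a GRP78-based luciferase sensor; 16 h compound incubation. Luminescence end-point read 10 min after Bright-Glo addition at room temperature.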
ERG Ets-DNA blk – qHTS for Small Molecule Inhibitors of the ERG Ets/DNA interaction. Transcriptional regulator ERG (Homo sapiens), P11308. fluorescence polarization, His-ERG Ets domain / labelled DNA. Potency, µM (doses to about 76.9 µM), for the others: top-dose FP activity, negative = inhibition, hits mostly inhibitors. 370,000 compounds, 0.028% hits; active = well fitted inhibition curve with a large enough effect in the polarisation, with a control signal flat; inconclusive = small, poorly fitted or top-dose-only effect, or effect the other way, or a change in a side signal; inactive = no such curve, though single readings can be large or run the other way; the % refers to the polarisation;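 also: polarization taken with two DNA probes labelled with fluorescein and Texas red; potency is read from the fitted curve at half-maximal effect; % of control where 0% means no effect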
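His-tagged ERG Ets domain (1 uM in the protein solution; 300mM KCl, 50mM Tris-HCl, 1mM EDTA, 1mM DTT, pH 7.5) received compound, then a probe mix of 5 nM fluorescein-DNA and 100nM Texas-615-DNA. Fluorescence polarization was read for both dyes.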
* = called active by the depositor; ? = inconclusive; nt = no result given; & = joins results of further samples; [ ] = dose if it differs, or a comment. Unless noted, calls follow the shape of the dose curve; as a rule, active = well fitted curve in the direction sought with a large enough effect; inconclusive = small, poorly fitted or top-dose-only effect, or another doubt; inactive = no such curve, though single readings can be large; an effect the other way counts as inactive or inconclusive. These rows are one share of the data; the hit share may differ from the screen's.

Every second line gives: Vif-APOBEC3G blk	ALOX12 inh	RGS4 inh	D2 ag	Glioma ERSR ind	ERG Ets-DNA blk	D2 antagonist	Vif-A3F inh	LDHA inh
OC(c1ccc2ccccc2c1)c1ncc(-c2ccc(C(F)(F)F)cc2)[nH]1 (centres undefined)
    -9%	-5%	nt	nt	-4%	nt	nt	nt	-8
CCOc1ccccc1NC1=CC(=O)CC(c2ccccc2)C1 (centres undefined)
    ?	2%	26%[11.4 µM]	0.2	-8%	-18%	-15	-14%	-8
Cc1ccc(N2C(=O)N(CC(=O)Nc3cccc(Cl)c3)C(=O)C2C)cc1 (centres undefined)
    -3%	-16%	-1%	0.4	-4%	-9%	3	4%	0
CCOC(=O)CSc1nnc(N)s1
    -5%	431%[activator]	-13%	0.1	-11%	0%	1	-1%	-10
CCOC(=O)N1CCN(CC(O)COc2c(OC)cccc2OC)CC1 (centres undefined)
    0%	-32%	12%	-1.4	4%	2%	-18	-11%	2
COc1ccc(Cl)cc1NC(=S)NCc1ccco1
    -1%	-14%	-24%	-0.1	-4%	-6%	6	0%	-6
COc1ccccc1C(=O)Nc1ccc(-c2nc3cc(C)cc(C)c3o2)cc1
    nt	?	-14%	-0.2	nt	1%	nt	nt	-1
CCc1c(C)nc2[nH]ncn2c1=O
    0%	2%	-2%	nt	-3%	-5%	nt	-3%	-12
O=C(NCc1ccc(Cl)cc1)C1CCCN(c2ncnc3onc(-c4ccc(F)cc4)c23)C1 (centres undefined)
    -6%	-10%	-18%	-1.1	-1%	0%	nt	4%	-21
CS(=O)(=O)N1CCC(C(=O)Nc2ccccc2)CC1
    1%	8%	-10%	0.3	0%	nt	-8	1%	0
CC1(C)O[C@@H]1COc1c2ccoc2cc2oc(=O)ccc12
    3%	10%	4%	0.7	-3%	-3%	-5	7%	4
CCc1cccc(NC(=O)c2ccc3c(c2)c(C)c(C)n3Cc2ccc(F)cc2)c1
    -13%	-17%	-16%	0.4	-3%	0%	nt	-1%	-5
COc1ccc(N2CSC3=C(C#N)C(c4cccc(OC)c4OC)CC(=O)N3C2)cc1 (centres undefined)
    -7%	11µM*	?	-0.4	4%	-3%	4	-6%	13
COc1cc(C(=O)Nc2ccc(S(=O)(=O)Nc3onc(C)c3C)cc2)cc(OC)c1OC
    3%	?	-26%[11.4 µM]	0.0	-10%	-7%	-2	1%	-10
OCCO
    -1%	3%	-6%	nt	-3%	2%	nt	1%	-4
NC1=NN=C(N2N=C(c3ccccc3)CC2(O)C(F)(F)F)n2ncnc2C1 (centres undefined)
    1%	2%	1%	1.0	-3%	11%	-5	10%	0
CCc1ccccc1NC(=O)c1ccc(F)c(S(=O)(=O)N2CCC(C(N)=O)CC2)c1
    2%	23%	4%	-0.8	-2%	-2%	17	3%	-11
COc1ccccc1CNc1ncnc2onc(-c3ccc(F)cc3)c12
    3%	-7%	-1%	1.7	-1%	2%	nt	0%	-4
Cc1ccc(NC2CCCN(C(=O)Cc3nonc3C)C2)cc1C (centres undefined)
    0%	-13%	12%	-0.3	-3%	3%	9	-10%	5
CCN1CCN(c2ccc(S(=O)(=O)N3CCOCC3)cc2NC(=O)c2cc(F)c(F)c(F)c2F)CC1
    0%	?	nt	nt	-1%	nt	nt	-11%	-20
CCc1noc(N)c1C(=O)Nc1ccc(F)c(Cl)c1
    -1%	0%	-3%	0.0	3%	6%	-6	-11%	-1
CN(Cc1ccccc1)C(=O)COC(=O)c1cc(=O)[nH]c2ccccc12
    0%	-6%	-8%	nt	5%	?	nt	2%	-1
CSCCNC(=O)c1ccc(OC2CCN(CCc3ccccc3)CC2)cc1
    -4%	-14%	3%	-1.1	-1%	-5%	-4	0%	-11
CC1=CC(C)(C)NC(=S)N1c1ccc([N+](=O)[O-])cc1
    0%	1%	-12%	nt	-3%	9%	nt	-28%	-1
Cc1nc(NCCc2ccc(O)cc2)c2nnn(Cc3ccccc3)c2n1
    -19%	?	-6%	nt	-4%	12%	nt	12%	-7
CCC(=O)Nc1cccc(NC(=O)CSc2nnc(-c3ccc(NS(C)(=O)=O)cc3)n2C)c1
    2%	6%[57.4 µM]	-21%	-0.4	-3%	nt	-16	0%	-3
Cc1nn(CCCC(=O)NCc2ccccc2)c(=O)c2nccn12
    3%	35%[activator]	2%	0.4	0%	-2%	-14	-20%	-11
Cc1cc(C)cc(NC(=S)N2CCC(NC(=O)C3CC3)CC2)c1
    0%	-13%	-1%	1.4	5%	0%	-7	-5%	-4
Cc1ccc(NC(=O)C2CC(=O)N(CCc3ccccc3)C2)c(C)c1 (centres undefined)
    3%	-16%	-1%	0.0	-3%	-15%	-5	-2%	-6
O=C(NCc1n[nH]c(=S)n1-c1ccccc1Cl)c1ccc(S(=O)(=O)N2CCCCC2)cc1
    1%	18%	-12%	nt	0%	7%	nt	-6%	-4
O=C(NCc1ccc2c(c1)OCO2)C1CC(=O)N(c2ccc(O)cc2)C1 (centres undefined)
    3%	0%	6%[11.4 µM]	nt	2%	-1%	nt	2%	-3
Cc1csc(C(=O)NN)c1N(C)C
    1%	?	5%	nt	-1%	-10%	nt	13%	-10
CCN(CC)CCN1C(=O)C(O)=C(C(=O)c2cc3cccc(OC)c3o2)C1c1cccs1 (centres undefined)
    -1%	nt	21%	nt	2%	1%	nt	-9%	1
C/C(=N\NC(=O)CNc1cccc2ccccc12)c1ccc(Br)s1
    -10%	-1%	-46%	-1.2	0%	-16%	3	-1%	17
CCCN(Cc1nnc(-c2cccs2)o1)C(=O)c1cccc(S(=O)(=O)N2CCOCC2)c1
    -1%	-10%	-46%	0.9	-5%	-1%	11	-8%	2
CC(C)C(C(=O)C=[N+]=[N-])N1C(=O)c2ccccc2C1=O (centres undefined)
    -1%	0%	-6%	0.5	-2%	7%	3	-8%	-1
CCOc1ccccc1C(=O)NC(C(=O)NCc1ccc(F)cc1)C(C)C (centres undefined)
    1%	0%	17%	-0.8	-5%	4%	2	-1%	-3
COc1ccc(CC(N)c2csc(NC(=O)c3ccc(F)cc3)n2)cc1 (centres undefined)
    -8%	?	nt	nt	-4%	nt	nt	nt	-17
CCC(CC)C(=O)NN(C(=O)c1ccncc1)C1CC(=O)N(c2ccccc2)C1=O (centres undefined)
    -5%	-17%	0%	1.0	-2%	5%	7	16%	-5
COc1ccc(/C=C/C(=O)NCc2cccnc2)cc1
    -4%	-5%	-10%	0.3	0%	3%	8	2%	-2
O=C(CC1C(=O)NCCN1Cc1ccccc1)NCCC1=CCCCC1 (centres undefined)
    -2%	-3%	5%	0.5	-2%	6%	-4	-7%	-1
Cc1cccc(OCCOc2ccccc2C=C(C#N)C#N)c1
    ?	-17%	-42%	-0.6	-3%	2%	-18	?	-6
Cc1ccc(OCCC(=O)N(Cc2ccccc2)c2c(N)n(Cc3ccccc3)c(=O)[nH]c2=O)cc1
    -1%	-34%	-14%	-0.4	-4%	nt	15	-1%	-4
O=C(NC1CCCCC1)c1ccc(-c2ccccc2F)o1
    1%	?	-7%	nt	-4%	1%	nt	-4%	-4
O=C(/C=C/c1ccccc1[N+](=O)[O-])Nc1cccnc1
    0%	-1%	-27%	0.7	0%	7%	-8	-13%	3
CC(=O)NCCc1nc2ccccc2n1Cc1cc(C)ccc1C
    2%	-77%&4%	-12%	nt	-5%	4%	nt	2%	-4&-5
CC(C)(C(=O)c1ccccc1)/[N+]([O-])=C/c1ccccc1F
    0%	0%	25%	nt	0%	1%	nt	1%	-2
COc1ccc(NC(=O)CN2C(=O)NC3(CCCC3)C2=O)cc1
    -5%	-11%	-16%	0.5	1%	-3%	-5	0%	-17
CCCn1c(N)c(C(=O)COC(=O)c2cccc(S(=O)(=O)N3CCOCC3)c2)c(=O)[nH]c1=O
    2%	-2%	19%	0.8	-2%	-6%	-49	6%	-9
CC(=O)c1ccc(OCC(O)CNCc2ccc3c(c2)OCO3)cc1 (centres undefined)
    3%	32%[activator]	3%	1.0	0%	-9%	12	18%	-4
CN1CCN(C(=S)c2ccc(-c3cccc(Cl)c3Cl)o2)CC1
    -11%	-26%	-31%	-4.7	-3%	1%	-7	?	0
COc1ccc(/C(CC2(O)C(=O)Nc3ccccc32)=N\O)cc1 (centres undefined)
    -5%	0%	25%	-1.4	-1%	-3%	-3	1%	-3
Cc1cc(C)cc(-n2c(C)cc(C(=O)C(=O)Nc3nnc(C)s3)c2C)c1
    2%	-19%	-6%	-1.0	-4%	3%	nt	-5%	-10
O=C1COc2cc(S(=O)(=O)CCC(=O)N3CCN(c4cccc(Cl)c4)CC3)c(Cl)cc2N1
    1%	-13%	7%	-0.4	-3%	2%	nt	-10%	-6

Assay outcomes deposited in PubChem by National Center for Advancing Translational Sciences (NCATS).
